PLAP activator: activates human placental alkaline phosphatase; purified PLAP enzyme, luminescent substrate read-out; hits give high values; activation fold at 20 µM; hit rate 1.2% among 96,000; in the data active = activation fold above about 2
Target sequence (P05187 whole entry, looked up): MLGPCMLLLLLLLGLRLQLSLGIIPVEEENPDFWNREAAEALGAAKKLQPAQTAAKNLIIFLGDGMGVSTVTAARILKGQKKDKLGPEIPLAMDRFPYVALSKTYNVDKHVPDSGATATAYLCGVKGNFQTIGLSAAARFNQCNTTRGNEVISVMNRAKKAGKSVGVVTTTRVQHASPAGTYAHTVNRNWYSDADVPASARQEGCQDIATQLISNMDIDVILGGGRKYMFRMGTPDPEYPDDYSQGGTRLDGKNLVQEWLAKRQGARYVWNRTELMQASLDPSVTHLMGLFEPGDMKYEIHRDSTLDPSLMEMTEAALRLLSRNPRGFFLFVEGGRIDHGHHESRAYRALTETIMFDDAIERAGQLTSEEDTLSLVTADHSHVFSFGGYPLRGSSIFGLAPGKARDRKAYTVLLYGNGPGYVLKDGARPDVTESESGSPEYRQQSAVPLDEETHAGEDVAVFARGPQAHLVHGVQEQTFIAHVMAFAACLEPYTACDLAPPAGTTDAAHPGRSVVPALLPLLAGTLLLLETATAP
MT1-MMP txn act: activates MT1-MMP transcription; HT1080 MT1-MMP promoter luciferase reporter, luminescence, overnight; hits give high values; activation factor at 10 µM; hit rate 0.16% among 86,000;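 active = activation factor of at least 2 for MT1-MMP transcription at 10 µM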
PLK1 PBD inh: Plk1 (human) PBD binding inhibition | P53350 | Plk1 PBD phosphopeptide binding, fluorescence polarization | inhibition, %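 (tested at about 20 µM)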 | hit rate 0.13% among 97,000; in the data active = inhibition above about 34%, passing the limit was not always enough
EphB4 antag: antagonists of human EphB4-ephrin-B2 interaction | EphB4 LBD / TNYL-RAW-Alexa532 peptide, fluorescence polarization | inhibition, % at 7 µM | hit rate 0.15% among 97,000;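 active = inhibition above the screen-wide mean inhibition plus 3 SD, cut at about 15% in these data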;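 note: 0% = DMSO wells and 100% = excess unlabeled TNYL-RAW peptide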
S1P2 antag: antagonists of human S1P2 receptor; cell-based S1P2 antagonist assay, inhibition at 5 uM; inhibition, % at 5 µM; hit rate 0.21% among 97,000; AID 736; in the data active = inhibition above about 45%;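 note: CRE beta-lactamase reporter cells expressing human S1P2 stimulated with S1P; 0% = agonist at EC80 alone and 100% = agonist plus reference antagonist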
Target sequence (O95136 whole entry, looked up): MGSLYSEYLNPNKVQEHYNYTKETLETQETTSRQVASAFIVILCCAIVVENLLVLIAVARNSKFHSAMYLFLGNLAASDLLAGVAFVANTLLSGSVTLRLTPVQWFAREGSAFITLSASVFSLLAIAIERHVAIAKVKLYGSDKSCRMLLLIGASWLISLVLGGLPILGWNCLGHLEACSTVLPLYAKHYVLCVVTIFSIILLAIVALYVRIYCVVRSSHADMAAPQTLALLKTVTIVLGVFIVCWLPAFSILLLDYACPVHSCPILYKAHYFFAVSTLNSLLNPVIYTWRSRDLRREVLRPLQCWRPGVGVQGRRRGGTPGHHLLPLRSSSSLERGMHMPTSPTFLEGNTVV
Rev-RRE block: inhibitors of HIV-1 Rev-RRE RNA interaction; hit rate 0.79% among 97,000; inhibition, % at 8 µM; P05866; AID 704; Rev peptide-RRE RNA binding, FRET;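 active = inhibition above the screen-wide mean plus 3 SD, cut at about 35% in these data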;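 note: 0% = median DMSO wells and 100% = median Neomycin B control wells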
Target sequence (P05866 whole entry, looked up): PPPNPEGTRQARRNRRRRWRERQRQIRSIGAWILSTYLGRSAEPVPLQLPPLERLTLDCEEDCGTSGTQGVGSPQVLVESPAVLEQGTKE
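Assay system: Labelled RRE RNA duplex and labelled Rev peptide | Times: 5 min preincubation and 15 min binding, 25 °C | Detection: FRET, ex 480 nm, em 540 and 671 nm | Evaluation: % inhibition of FRET ratio versus controls | Benchmarks: DMSO wells as 0% and neomycin B wells as 100% inhibition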
PLK1 inh: blocks human PLK1 kinase activity. P53350. recombinant PLK1 kinase, TR-FRET peptide phosphorylation. inhibition, % at 10 µM. hit rate 0.53% among 97,000. AID 619;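 active = inhibition of 50% or more in the single-concentration screen; inactive = inhibition below 50%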;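 note: 0% = DMSO max control and 100% = H-89 dihydrochloride min control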
FAK inh: blocks human focal adhesion kinase activity; biochemical FAK kinase activity assay; inhibition, %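 (tested at 7 µM)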; hit rate 0.84% among 97,000; AID 727; in the data active = inhibition above about 19%;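 note: 0% = DMSO and 100% = reference compound high control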
S1P2 agonist: activates the human S1P2 receptor | S1P2-expressing cell line, agonist reporter read-out | hit rate 0.46% among 97,000 | AID 729 | activation, % at 4.5 µM; in the data active = activation above about 16%;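 note: 0% = vehicle low control and 100% = maximal reference agonist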
* = called active by the depositor; . = not tested or not shown. An unsorted share of the library. Share with any hit: about 3.9%.

SMILES	PLAP activator	MT1-MMP txn act	PLK1 PBD inh	EphB4 antag	S1P2 antag	Rev-RRE block	PLK1 inh	FAK inh	S1P2 agonist
O=C(N/N=C1/CCCc2ccccc21)C(c1ccccc1)c1ccccc1	1	.	-1	-8	-8	8	-11	-6	-3
Cc1ccc(C(=O)NNC(=O)OC(C)(C)C)c(Cl)c1	0.9	.	-23	5	7	3	-13	2	-2
Cc1cc(C)nc(-n2nc(C)cc2Nc2ccccc2)n1	1.5	0.9	-15	2	-18	1	-4	0	-3
Cc1ccc(S(=O)(=O)CCC(=O)Nc2nccs2)cc1	0.9	1.1	7	-2	-11	5	0	-1	-1
Cc1ccc(SCc2[nH]nc3c2C(c2ccc(C)o2)C(C#N)=C(N)O3)cc1 (stereo unspecified)	1.2	1	9	5	-24	5	1	-1	-4
CCOC(=O)CSc1nc2ccccc2n1CC(=O)N1CCN(c2ccccc2)CC1	1.2	1.1	22	7	22	6	-2	-1	-11
COc1ccc(Cc2nnc(N)s2)cc1	1	1.1	-4	6	18	8	-8	0	-4
CC1=NNC(=O)C1C(c1ccccc1)C(C#N)C#N (stereo unspecified)	2.2*	1.1	4	-4	9	8	48	-2	-3
N#Cc1nc(N2CCCC2)nc(N2CCCC2)n1	0.9	1	2	-6	-1	3	-1	2	1
N#CC1=C(C=Nc2ccccc2O)CCC1	1	1.1	10	-5	3	5	-5	0	-3
O=C(Nc1ccccc1)N1CCN(c2nc3ccccc3s2)CC1	0.8	1.2	4	3	-8	6	-11	-1	-2
Cc1[nH]n(C(N)=S)c(=O)c1C(c1ccccc1)C(C#N)C#N (stereo unspecified)	1.4	1.1	18	1	-6	1	-3	-4	-4
COc1ccccc1N1CCN(C(=O)C(Sc2ccccc2)c2ccccc2)CC1 (stereo unspecified)	1.4	.	8	0	19	2	-9	-2	-10
COc1ccc(OC)c(Nc2ncnc3ccccc23)c1	1.3	.	6	-1	-13	3	-10	3	-1
CCN(CC)C(=O)c1ccc(NS(=O)(=O)c2ccccc2)cc1	1.2	1.1	-10	2	8	7	-1	-2	-3
c1ccc2c(c1)nnn1c3ccccc3nc21	1	0.9	0	0	-6	2	-1	2	0
CN(C)/C(CN1CCCCC1)=C1\N=C(c2ccccc2)OC1=O	1.1	.	6	-2	11	-2	-4	-3	-4
C/C=C(\CS(=O)(=O)c1ccccc1)S(=O)(=O)c1ccccc1	1.3	1.1	-10	-5	9	0	-10	12	-5
O=C(O)CCCC(=O)Nc1nc2n(n1)C(c1ccc(F)cc1)CC(c1ccc(Cl)cc1)N2 (stereo unspecified)	1.8	1	-23	-3	-4	-3	-4	-1	0
Cc1ccc2[nH]c3c(c2c1)CN(C(=O)CN1CCN(Cc2ccc4c(c2)OCO4)CC1)CC3	1.7	1.1	11	-6	7	4	-1	-1	-8
CN(C)S(=O)(=O)c1ccc(C(=O)N2CCOCC2)cc1	0.9	1.2	-14	4	2	8	-4	-2	-7
O=C(CSc1nnc(-c2ccccc2)o1)Nn1cnnc1	0.9	1.1	0	3	-5	0	-9	-1	-2
O=C(CSc1nc2sc3c(c2c(=O)n1Cc1ccco1)CCC3)N1CCc2ccccc21	.	1	-23	3	-3	7	-6	4	-8
O=C(Cn1cnc2c(cnn2-c2ccccc2)c1=O)c1ccc(Cl)cc1	1	1.2	-17	0	-2	11	-10	0	-3
CC(Oc1ccccc1)C(=O)Nc1ccc(C(N)=O)cc1 (stereo unspecified)	0.9	1	-15	5	23	9	-6	-1	-5
CCOC(=O)N/N=C/c1ccc(F)cc1	1.3	.	-2	3	5	2	-5	2	-5
COc1ccccc1/C=c1\sc2nc(-c3cccs3)nn2c1=O	.	1.2	-12	2	-10	6	-4	1	-4
CCOc1ccc(CCNc2nc3c(c(=O)n(C)c(=O)n3C)n2CC)cc1OCC	1	1.1	-11	1	0	5	-10	3	-7
COc1ccc(C(=O)NCC(=O)OCC(=O)NC(=O)NC2CCCCC2)cc1OC	1	1.1	10	5	-5	5	-8	5	-5
O=C(NCCc1ccccc1)C1CCCN1C(=O)NCc1ccccc1 (stereo unspecified)	0.9	1.1	-2	8	0	4	-7	4	-7
CC(C)OC(=O)C1=C2SCC(=O)N2C(N)=C(C#N)C1	0.9	1.1	-12	-1	5	11	-2	2	-3
CNC(=O)CN1C(=O)c2ccccc2S1(=O)=O	0.9	1.1	-6	-4	0	3	58*	-2	-2
Cc1cc(=O)oc2cc(OC(C)C(=O)Nc3nccs3)ccc12 (stereo unspecified)	1.1	0.9	-5	1	-2	3	-10	2	-4
Cc1cccc(Nc2n[nH]c(=S)s2)c1C	1	1.1	14	-5	-14	3	1	3	0
CCn1c(SC)nnc1-c1sc2cc(Cl)ccc2c1Cl	1.1	1.1	-12	1	15	8	-11	5	-3
O=C(NCc1cccnc1)c1ccc(CN2CCc3ccccc3C2)cc1	.	1.3	-10	8	8	4	-6	1	-2
CC(=O)N1CCCc2cc(S(=O)(=O)CCC(=O)N3CCN(c4ccccc4)CC3)ccc21	1.6	.	0	-5	0	-1	-15	0	-2
C=CCn1c(COc2ccccc2)nnc1SCC(=O)N/N=C/c1cc(Cl)ccc1O	1.3	.	3	-1	-2	9	-14	1	-1
CC(C)(C)n1nnnc1C(c1cccnc1)N(Cc1ccccc1)Cc1cccs1 (stereo unspecified)	0.9	1.2	16	-1	-1	0	-8	-7	-10
Clc1ccc(-c2nc3ncccn3c2Nc2ccc3c(c2)OCCO3)cc1	0.9	.	6	2	-4	5	-7	-1	-6
COCCCNC(=O)c1ccc(N2CCOCC2)c(NS(=O)(=O)c2ccc(OC)cc2)c1	1.3	1.2	4	5	11	1	-4	2	-3
Fc1cccc(CO/N=C/c2c(-c3ccccc3)nc3ccc(Cl)cn23)c1	0.9	.	-6	1	-6	7	-14	2	-8
O=c1[nH]c(NCc2ccccc2)nc2c1CCC2	1.1	1	7	2	26	12	-8	7	-3
COCCN(C(=O)C1CC1)c1nnc(-c2cccc(C)c2)s1	1.6	1.5	-6	2	7	8	-1	8	-7
Cc1cc(/C=N/NC(=O)c2cccc([N+](=O)[O-])c2)c(C)n1-c1ccc(Cl)cc1Cl	0.9	.	-7	-2	15	0	-13	20*	-7
Cc1nc2ccc(S(=O)(=O)NCC(=O)NCc3ccc4c(c3)OCO4)cc2s1	0.9	1	-10	-4	0	2	-11	4	-1
Cn1c(C(=O)N2CCN(Cc3ccc4c(c3)OCO4)CC2)cc2c(=O)n(C)c3ccccc3c21	1.6	1.1	4	-3	-7	1	-14	1	-6
O=C(CSc1nnc(-c2ccccc2)o1)Oc1ccc(Br)cc1	0.9	1.1	-4	-7	18	13	-10	2	-1
CCn1c(CNC(=O)c2ccccc2)nc2ccccc21	.	1.3	-9	0	9	8	-11	-1	-5
O=S(=O)(Nc1cc(Cl)ccc1N1CCCCC1)c1cccs1	1.1	0.9	-16	-9	-8	3	-13	-9	-2
COc1ccc(C)cc1NC(=O)CN(c1ccccc1F)S(C)(=O)=O	1	1	5	-8	-6	-4	2	3	2
CCc1cc2c(=O)n(-c3ccccc3)c(=S)[nH]c2s1	0.9	1.1	26	7	6	2	-9	-4	-2
Cc1ccc(Cl)cc1N1CCN(Cc2nnnn2Cc2ccco2)CC1	1.6	0.9	-4	0	11	5	5	1	-4
CCc1cccc2c(C(=O)Cn3nnc(-c4ccc(OC)c(OC)c4)n3)c[nH]c12	1.1	1.1	-4	12	-5	-3	-7	1	-1
O=C1[C@@H]2[C@H](Cc3ccc(O)cc3)N[C@]3(C(=O)Nc4ccccc43)[C@@H]2C(=O)N1c1ccc(F)cc1	1.1	0.9	12	14	6	11	-8	9	-5
Cc1nn(Cc2ccccc2)c(C)c1NC(=O)CSc1nc(-c2ccccc2)nc2c1cnn2-c1ccccc1	1	1.1	-25	5	23	9	-12	-3	-4
CCOc1ccc(CNC(=O)CCCOc2cc(=O)n(C)c3ccccc23)cc1	1.8	1	-12	0	-40	10	-7	0	-4
CC(C)(C)n1nnnc1C(c1cccnc1)N1CCN(c2ccccc2F)CC1 (stereo unspecified)	.	1.2	25	1	-9	3	-10	-1	-5
COc1cccc(C(=O)CN2C3=NCCCN3c3ccccc32)c1	0.9	1.1	20	-2	-5	-8	-17	3	0
CCOC(=O)CNS(=O)(=O)c1cc(-c2nn(C)c(=O)c3ccccc23)ccc1C	1	1.2	7	-1	-7	0	-9	-1	1
CCOC(=O)c1ccc(NS(=O)(=O)c2cc(C)ccc2OC)cc1	1.4	1.1	-20	-11	5	14	-8	3	-3
COc1cc2[nH]c(=O)n(Cc3ccc(C(=O)NC4CCCC4)cc3)c(=O)c2cc1OC	0.8	0.9	-6	0	13	4	-11	1	0
O=C1NCC(c2ccccc2)C1C(=O)N/N=C\c1ccc(-c2ccc(Cl)c(Cl)c2)o1 (stereo unspecified)	1.7	1.2	28	0	-8	1	-4	0	-6

Sorted by number of heavy atoms (lowest first): 15 of the compounds above.
SMILES	PLAP activator	MT1-MMP txn act	PLK1 PBD inh	EphB4 antag	S1P2 antag	Rev-RRE block	PLK1 inh	FAK inh	S1P2 agonist
O=c1[nH]c(NCc2ccccc2)nc2c1CCC2	1.1	1	7	2	26	12	-8	7	-3
CCc1cc2c(=O)n(-c3ccccc3)c(=S)[nH]c2s1	0.9	1.1	26	7	6	2	-9	-4	-2
CCn1c(CNC(=O)c2ccccc2)nc2ccccc21	.	1.3	-9	0	9	8	-11	-1	-5
O=S(=O)(Nc1cc(Cl)ccc1N1CCCCC1)c1cccs1	1.1	0.9	-16	-9	-8	3	-13	-9	-2
O=C(CSc1nnc(-c2ccccc2)o1)Oc1ccc(Br)cc1	0.9	1.1	-4	-7	18	13	-10	2	-1
CCOC(=O)c1ccc(NS(=O)(=O)c2cc(C)ccc2OC)cc1	1.4	1.1	-20	-11	5	14	-8	3	-3
COc1ccc(C)cc1NC(=O)CN(c1ccccc1F)S(C)(=O)=O	1	1	5	-8	-6	-4	2	3	2
Cc1ccc(Cl)cc1N1CCN(Cc2nnnn2Cc2ccco2)CC1	1.6	0.9	-4	0	11	5	5	1	-4
Fc1cccc(CO/N=C/c2c(-c3ccccc3)nc3ccc(Cl)cn23)c1	0.9	.	-6	1	-6	7	-14	2	-8
Cc1nc2ccc(S(=O)(=O)NCC(=O)NCc3ccc4c(c3)OCO4)cc2s1	0.9	1	-10	-4	0	2	-11	4	-1
Cc1cc(/C=N/NC(=O)c2cccc([N+](=O)[O-])c2)c(C)n1-c1ccc(Cl)cc1Cl	0.9	.	-7	-2	15	0	-13	20*	-7
O=C1NCC(c2ccccc2)C1C(=O)N/N=C\c1ccc(-c2ccc(Cl)c(Cl)c2)o1 (stereo unspecified)	1.7	1.2	28	0	-8	1	-4	0	-6
COc1cc2[nH]c(=O)n(Cc3ccc(C(=O)NC4CCCC4)cc3)c(=O)c2cc1OC	0.8	0.9	-6	0	13	4	-11	1	0
Cn1c(C(=O)N2CCN(Cc3ccc4c(c3)OCO4)CC2)cc2c(=O)n(C)c3ccccc3c21	1.6	1.1	4	-3	-7	1	-14	1	-6
Cc1nn(Cc2ccccc2)c(C)c1NC(=O)CSc1nc(-c2ccccc2)nc2c1cnn2-c1ccccc1	1	1.1	-25	5	23	9	-12	-3	-4

Assay outcomes: PubChem, several laboratories
